FLuc stim CS: affects firefly luciferase, flagging false hits in luciferase stimulation screens; ATPlite luciferase biochemical, luminescence, 10 min; 0 = ATP-free wells, 1 = DMSO control; activation factor at 10 µM; 200,000 tested, under 10 active;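 active = luciferase activation factor, scaled between plate controls, of at least 2 with compound at 10 µM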
Target sequence (P08659 whole entry, looked up): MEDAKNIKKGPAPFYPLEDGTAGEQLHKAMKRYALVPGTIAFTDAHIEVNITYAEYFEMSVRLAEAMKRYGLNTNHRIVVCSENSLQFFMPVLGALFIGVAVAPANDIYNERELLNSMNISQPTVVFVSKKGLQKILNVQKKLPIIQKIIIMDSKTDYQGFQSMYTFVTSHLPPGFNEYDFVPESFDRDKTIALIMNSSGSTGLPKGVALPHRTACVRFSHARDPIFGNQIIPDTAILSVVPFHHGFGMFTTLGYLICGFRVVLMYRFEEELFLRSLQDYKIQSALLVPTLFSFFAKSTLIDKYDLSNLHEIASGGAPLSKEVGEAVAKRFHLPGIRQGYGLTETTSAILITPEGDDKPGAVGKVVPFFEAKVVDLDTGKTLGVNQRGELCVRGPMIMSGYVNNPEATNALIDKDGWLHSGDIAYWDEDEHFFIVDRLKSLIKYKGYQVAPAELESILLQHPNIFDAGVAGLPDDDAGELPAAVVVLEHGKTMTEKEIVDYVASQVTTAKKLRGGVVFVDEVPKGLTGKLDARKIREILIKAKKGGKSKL
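test system = cell-free luciferase reagent | medium = PBS as buffer for the ATP substrate | dosing = test compounds dosed from 2 mM stocks in 100% DMSO | incubation = 10 min at ambient temperature | detection = luminescence measurement of luciferase light output | benchmarks = low control with PBS replacing ATP, high control enzyme plus ATP without compound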
APP 5UTR inh: APP translation inhibition; SH-SY5Y APP 5'UTR-luciferase reporter, luminescence; hit rate 0.82% among 190,000; inhibition, % at 2 µM; AID 1285;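 active = inhibition above a set limit, derived from the sample mean plus 3 SD, cut at about 45% in these data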; also: values of inactives mirror those of a sister screen read the other way
STAT3 act: STAT3 signaling activation | activation (% of control), % at 5.6 µM | U3A cells, IL-6 STAT3-luciferase reporter, luminescence; 100% = signal with IL-6 EC80 alone | hit rate 0.91% among 190,000;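 active = activation above the screen-wide mean of compound activation plus 3 SD, cut at about 130% in these data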;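 also: 0% = background luminescence of wells with medium and substrate only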
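Material: STAT1-lacking human U3A cells, STAT3 luciferase reporter | Benchmarks: IL-6-only wells as 100% reference | Probe or stimulus: IL-6 (33 ng/mL) | Timing: Compound 1 h, then IL-6 6 h at 37 °C | Detection: Luminescence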
STAT1 inh: STAT1 signaling inhibition | NIH 3T3 STAT1-luciferase reporter, IFN-gamma, luminescence | inhibition, % at 5.5 µM | hit rate 0.35% among 200,000;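 active = inhibition above a set limit, the mean inhibition across all tested compounds plus 3 SD, cut at about 34% in these data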;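 also: 0% = IFN-gamma with DMSO and 100% = IFN-gamma with 300 µM nifuroxazide; values of inactives mirror those of a sister screen read the other way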
ROMK mod: modulators of human ROMK potassium channel; P48048; Tet-inducible ROMK, thallium flux fluorescence; actives lie on both sides; B-score at 10 µM; hit rate 2% among 130,000;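 active = signal ratio slope over the read window, or its plate-corrected B-score, at least 3 SD from the plate mean, either direction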;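 also: B-score of the F/F0 ratio slope over 7 to 12 s after thallium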
Target sequence (P48048 whole entry, looked up): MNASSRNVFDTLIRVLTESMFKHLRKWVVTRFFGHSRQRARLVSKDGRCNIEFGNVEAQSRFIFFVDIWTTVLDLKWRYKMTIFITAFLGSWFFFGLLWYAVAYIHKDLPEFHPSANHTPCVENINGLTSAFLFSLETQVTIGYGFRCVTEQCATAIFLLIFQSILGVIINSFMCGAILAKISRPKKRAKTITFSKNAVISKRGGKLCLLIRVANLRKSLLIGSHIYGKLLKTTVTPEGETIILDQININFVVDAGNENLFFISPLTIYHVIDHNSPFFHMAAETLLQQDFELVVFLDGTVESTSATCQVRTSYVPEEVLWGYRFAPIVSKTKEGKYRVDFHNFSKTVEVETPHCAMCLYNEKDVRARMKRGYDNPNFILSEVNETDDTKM
FLuc inh counter: Photinus pyralis luciferase inhibition counter-screen; inhibition, % at 10 µM; P08659; hit rate 1.5% among 200,000; ATPLite firefly luciferase biochemical luminescence, 10 min;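 active = inhibition above about 50% when tested at 10 µM, limit read from the data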
APP 5'UTR act: APP 5'UTR luciferase reporter activation. SH-SY5Y APP 5'UTR luciferase reporter, luminescence; zero percent = DMSO vehicle wells. activation, % at 2 µM. hit rate 1% among 190,000. AID 1276;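 active = activation above a set limit, based on mean plus 3 SD of controls, cut at about 140% in these data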; also: values of inactives mirror those of a sister screen read the other way
STAT3 inh: STAT3 signaling inhibition; AID 862; U3A cells, IL-6 STAT3-luciferase reporter, luminescence; host cell line lacks STAT1; inhibition, % at 5.5 µM; hit rate 0.89% among 190,000;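 active = inhibition above the mean inhibition across all screened compounds plus 3 SD, cut at about 44% in these data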;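 also: 0% = DMSO only wells and 100% = 100 µM nifuroxazide control wells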
STAT1 activator: STAT1 signaling activation; AID 932; NIH 3T3 STAT1-luciferase reporter, IFN-gamma, luminescence; 100% = IFN-gamma alone, no compound; hit rate 2.6% among 200,000; activation (% of control), % at 5.5 µM;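 active = activation above the screen-wide mean activation plus 3 SD, cut at about 130% in these data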;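 also: raw ratio to IFN-gamma control signal so 100% means no change and 0% no light; values of inactives mirror those of a sister screen read the other way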
NF-kB neuron act: NF-kB expression increase, human neuronal cells | fold change at 12.5 µM | hit rate 1.6% among 190,000 | AID 1239 | NF-kB reporter expression; hits give high values; in the data active = fold change above about 3.3
* = called active by the depositor; · = not tested or not shown.

nr	mol	FLuc stim CS	APP 5UTR inh	STAT3 act	STAT1 inh	ROMK mod
1	COc1cc(C(=O)NC(=S)Nc2ccccc2[N+](=O)[O-])cc(OC)c1OC	1.1	-28	103	6	·
2	CC(C)OC(=O)c1cc(NC(=S)Nc2ccc([N+](=O)[O-])cc2)cc(C(=O)OC(C)C)c1	1	·	108	-1	·
3	Cc1ccc2cc3c(N)c(C(=O)Nc4c(C)[nH]c(=O)[nH]c4=O)sc3nc2c1	1	4	100	10	·
4	COc1ccc(OC)c2c1nc1n2CCS1	1.1	27	99	1	0.46
5	CCOC(=O)CC1COc2ccccc2N1C(=O)c1ccc(C)cc1 (stereo unspecified)	1.1	3	100	0	·
6	Cc1nnc(SCCCn2c(N3CCCCC3)nc3c2c(=O)[nH]c(=O)n3C)s1	1	-16	107	-2	·
7	CCN(CC)C(=O)CS(=O)CC(=O)Nc1cc(OCCOC)c(Cl)cc1Cl (stereo unspecified)	1	-14	89	-1	-0.18
8	O=C(O)CCC(=O)Nc1ccc(Br)cn1	1.1	8	107	2	·
9	CCN(CC)C(=O)c1cc2c(=O)n3ccccc3nc2s1	0.9	-23	134*	-21	·
10	COc1cccc([C@@H]2Oc3ccc(OC)cc3C(=O)[C@H]2O)c1	1	-146	95	3	1.5
11	OCC1(c2cc(C(F)(F)F)n[nH]2)CCCCC1	1.1	-9	99	2	1.6
12	O=C(NCc1cccnc1)C1CCCCN1S(=O)(=O)c1ccc(F)cc1 (stereo unspecified)	1.1	-6	105	0	·
13	Cc1cc(C)n(-c2ccc(F)cc2)c(=O)c1C#N	1.1	-12	101	-3	0.51
14	CCOC(=O)N1CCC(NC(=O)c2cc(S(=O)(=O)N3CCOCC3)ccc2F)CC1	1	9	98	14	·
15	CC(=O)c1ccc(N2CCN(C(=O)c3ccc(Br)cc3)CC2)c(F)c1	1	-10	106	-10	-1

nr	FLuc inh counter	APP 5'UTR act	STAT3 inh	STAT1 activator	NF-kB neuron act
1	-10	28	1	93	0.6
2	-4	·	-3	101	1.2
3	-3	-4	0	91	1.2
4	-6	-27	2	99	1
5	-6	-3	10	98	1
6	0	16	-4	102	1
7	0	14	17	99	1.1
8	-8	-8	-2	98	1.2
9	7	23	-37	119	1.6
10	-4	146*	3	98	5.7*
11	-6	9	9	98	1.2
12	-8	5	5	100	1.1
13	-8	12	1	101	1
14	2	-9	6	85	0.98
15	-2	9	-2	110	1

Later entries
nr	mol	FLuc stim CS	APP 5UTR inh	STAT3 act	STAT1 inh	ROMK mod
16	Cc1csc(SCC(=O)Nc2ccccn2)n1	1	-16	95	0	·
17	Cc1ccccc1OCC(=O)NC(Cc1c[nH]c2ccccc12)C(=O)O (stereo unspecified)	1	20	104	-4	1.1
18	Cc1cccn2c(=O)c(C=O)c(N3CCCCCC3)nc12	1	16	99	0	2.1*
19	O=C(Cn1nc(Cc2cccnc2)c2ccccc2c1=O)NCc1ccc(F)cc1	1.1	-7	102	1	·
20	C=CCN(C(=O)C1=NN(C2CCS(=O)(=O)C2)C(=O)CC1)c1nc(-c2ccc([N+](=O)[O-])cc2)cs1 (stereo unspecified)	1	-96	104	-24	-0.73
21	CCN(CC)CCNS(=O)(=O)c1ccc2[nH]cc(C(=O)O)c(=O)c2c1	1	-1	103	8	·
22	O=C(COC(=O)c1ccc(CO)cc1)Nc1ccc(OC(F)F)cc1	1.1	-8	96	4	-1
23	Cc1ccc(C(=O)N/C(=C/c2ccccc2)C(=O)NC(Cc2ccccc2)C(=O)O)cc1 (stereo unspecified)	1.1	-8	103	-5	1.1
24	CC(C)NC(=O)C1CCN(C2CCN(Cc3cn[nH]c3-c3ccccc3)CC2)CC1	1.1	-24	104	6	0.85
25	COc1ccc(NC(=O)CSc2nnc(CNC(=O)c3ccco3)o2)cc1	1.1	-6	96	2	-0.19
26	Cc1ccnc2c(N3C(=O)C4C5C=CC(C5)C4C3=O)cccc12 (stereo unspecified)	1	-13	101	-5	-0.58
27	O=c1ccccn1CCOc1ccccc1Cl	1	-8	106	-12	·
28	COc1cccc2cc(C(C)N(CCCN3CCOCC3)C(=S)Nc3cccc(C)c3)oc12 (stereo unspecified)	1.1	-26	107	12	0.011
29	Cc1cccc(Cn2c(CN3CCN(Cc4ccccc4)CC3)nc3c2c(=O)[nH]c(=O)n3C)c1	1	18	108	-6	·
30	Cc1cc(SCC(=O)N(C)c2c(N)n(Cc3ccccc3)c(=O)[nH]c2=O)nc2ccccc12	1	-30	104	-2	1.1

nr	FLuc inh counter	APP 5'UTR act	STAT3 inh	STAT1 activator	NF-kB neuron act
16	0	16	12	100	1.1
17	-2	-20	-3	102	1.2
18	-4	-16	6	100	1.3
19	-7	7	7	99	0.98
20	2	96	0	121	2
21	-4	1	1	93	1.1
22	-7	8	7	95	1.3
23	-6	8	-6	105	0.95
24	-8	24	4	95	1.2
25	-8	6	9	98	1.3
26	-4	13	3	105	1.1
27	1	7	-4	110	1.2
28	-5	26	4	88	1.1
29	1	-18	-9	106	1.1
30	-5	30	1	100	·

Other compounds:
nr	mol	FLuc stim CS	APP 5UTR inh	STAT3 act	STAT1 inh	ROMK mod
31	O=C1OCCN1C(=O)[C@H]1[C@H](c2ccc(Cl)cc2)C(c2cccc(Cl)c2)=NN1c1ccccc1	1	6	101	2	-0.78
32	O=C(COC(=O)CSCC(=O)N1CCCCC1)NCc1ccc(F)cc1	1.1	0	100	-9	-2.3
33	O=C(O)CCCCCn1c(SCC(=O)N2CCCC2)nc2ccsc2c1=O	1.1	6	91	7	0.17
34	Cc1ccc(C(=O)NC(=S)Nc2ccc(NC(=O)c3cccc(Cl)c3)cc2)cc1	1.1	14	104	0	·
35	CCC(=O)Nc1cc(C(F)(F)F)ccc1N1CCOCC1	1	2	107	0	1.7
36	Oc1ccc(-c2n[nH]c(=S)n2-c2ccc3c(c2)OCCO3)cc1	0.7	-16	101	-9	0.85
37	O=C(Nc1cccc(O)c1)N1CCOCC1	1	-8	103	11	·
38	Cc1ccc(-c2noc(CCCC(=O)N3CCOCC3)n2)cc1	1	-10	97	4	·
39	COCCn1c(=NC(=O)/C=C/c2cccs2)sc2cc(NC(C)=O)ccc21	1.1	-10	99	10	·
40	O=C(/C=C/c1ccco1)N1CCN(S(=O)(=O)/C=C/c2ccccc2)CC1	1	0	106	1	0.22
41	CCCn1c2c(c(O)c(C(=O)Nc3ncccc3O)c1=O)CCCC2	1	-3	98	0	-0.23
42	O=C(NCc1ccco1)c1ccc(COCC(F)(F)F)cc1	1.1	-15	98	-4	·
43	CCc1nn(-c2ccccc2)c(N)c1-c1ccc(OC)c(OC)c1	1	17	99	-6	1.7
44	c1ccc2c(Nc3nnc(-c4ccncc4)s3)cccc2c1	0.5	-70	114	-28	0.66
45	CCn1c(SCC(=O)O)nnc1C1CCCCC1	1.1	-4	103	-2	0.64

nr	FLuc inh counter	APP 5'UTR act	STAT3 inh	STAT1 activator	NF-kB neuron act
31	-2	-6	-4	99	0.65
32	-7	0	4	108	1
33	-6	-6	12	94	1.2
34	-6	-14	-10	100	0.95
35	-3	-2	0	100	1
36	34	16	2	108	1.3
37	2	8	-3	90	1.8
38	-1	10	8	98	1.2
39	-6	10	0	91	0.77
40	-1	0	3	99	0.97
41	0	3	8	100	1
42	-10	15	5	104	1.2
43	2	-17	7	106	1.2
44	52*	70	-9	125	1.6
45	-10	4	1	102	1.1

Entries of single compounds from above:
CCc1nn(-c2ccccc2)c(N)c1-c1ccc(OC)c(OC)c1 is entered as FLuc stim CS = 1; APP 5UTR inh = 17; STAT3 act = 99; STAT1 inh = -6; ROMK mod = 1.7; FLuc inh counter = 2; APP 5'UTR act = -17; STAT3 inh = 7; STAT1 activator = 106; NF-kB neuron act = 1.2
CCCn1c2c(c(O)c(C(=O)Nc3ncccc3O)c1=O)CCCC2 is entered as FLuc stim CS = 1; APP 5UTR inh = -3; STAT3 act = 98; STAT1 inh = 0; ROMK mod = -0.23; FLuc inh counter = 0; APP 5'UTR act = 3; STAT3 inh = 8; STAT1 activator = 100; NF-kB neuron act = 1

More structures follow:
nr	mol	FLuc stim CS	APP 5UTR inh	STAT3 act	STAT1 inh	ROMK mod
46	COC(=O)c1c(CSc2ccc(Cl)cc2)noc1C(=O)NCc1ccco1	1.1	13	102	-2	-1.8
47	Cc1c(NC(=O)CCCN2C(=O)c3cccc4cccc(c34)C2=O)c(=O)n(-c2ccccc2)n1C	1	-27	91	9	0.6
48	CCc1ccccc1NC(=O)CN(C)C(=O)CSc1nn(-c2ccc(F)cc2)c(=S)s1	1.1	-16	98	-2	·
49	CC1=C(C(=O)OCc2ccccc2)C(c2ccsc2)NC(=O)N1C (stereo unspecified)	1.1	-2	95	6	-0.068
50	C=C(C)C1CC=C(C)/C(=N\NC(=O)CNc2cccc3ccccc23)C1 (stereo unspecified)	1.1	-10	120	5	·
51	C=C(C)C(=O)Nc1nnc(-c2cccs2)s1	0.9	-15	119	-1	·
52	O=C(Nc1cccs1)Nc1ccccc1Br	0.9	-48	92	10	-0.19
53	Cc1cc(C)n2nc3nc(N4CCCC4)nc(-c4ccccc4)c3c2n1	1.1	13	105	5	0.12
54	COc1ccc(C(=O)NCc2nnc(SCC(=O)Nc3cccc(F)c3)o2)cc1	0.9	0	106	-7	-0.15
55	Cc1cccc(NC(=O)c2cnc3sccn3c2=O)n1	·	15	96	-25	·
56	CC(C)(C)C(=O)NCCc1nc2ccccc2n1CC(=O)c1ccc(Cl)cc1	1.1	3	99	2	0.77
57	Cc1ccc(C(C)C)c(OCc2n[nH]c(=S)o2)c1	1.1	-3	104	-3	0.55
58	COc1ccc(C(C)C)cc1S(=O)(=O)NCc1ccccn1	1.1	18	96	7	·
59	CCOC(=O)CSc1nnc(CNC(=O)c2cccs2)n1Cc1ccccc1	1	-9	103	-3	·
60	CC(=O)NC(=S)Nc1sc2c(c1C#N)CCCCC2	0.3	-62	80	-73	·

nr	FLuc inh counter	APP 5'UTR act	STAT3 inh	STAT1 activator	NF-kB neuron act
46	-11	-13	5	102	1.1
47	-4	27	12	92	1.1
48	-6	16	1	102	1.3
49	-7	2	15	94	1.2
50	-6	10	-24	96	0.96
51	14	15	-20	101	1.7
52	8	48	20	90	1.8
53	-6	-13	-1	97	0.73
54	9	0	-2	103	0.98
55	·	-15	10	122	·
56	-10	-3	2	98	0.74
57	-11	3	-3	101	0.97
58	-13	-18	6	94	1.1
59	-4	9	2	102	0.98
60	72*	62	23	167*	1.7

3 compounds already listed, ordered by the number in STAT3 act, descending:
| nr | SMILES | STAT3 act |
| --- | --- | --- |
| 27 | O=c1ccccn1CCOc1ccccc1Cl | 106 |
| 57 | Cc1ccc(C(C)C)c(OCc2n[nH]c(=S)o2)c1 | 104 |
| 43 | CCc1nn(-c2ccccc2)c(N)c1-c1ccc(OC)c(OC)c1 | 99 |

High-throughput results deposited in PubChem BioAssay by several laboratories.
